Assay outcomes from PubChem BioAssay.
aSyn yeast inh = qHTS of alpha-syn Inhibitors; Yeast expressing alpha-synuclein, growth rescue, BacTiter-Glo, 24 h; 0.14% of 370,000 active; Potency, µM (highest dose often 46.1 µM), for inactives: at the top dose growth rescue (activation), most hits filed as activators; note: potency is the fitted concentration of half-maximal effect; % of control where 0% means no effect; nearly all actives have a fitted effect of over 65% in size
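Screening used galactose-induced yeast with toxic alpha-synuclein levels, exposed to compound for 24 hr at 30 deg C. Cell growth, read with BacTiter-Glo luminescence, gave the measured signal.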
GLP-1R agonist = qHTS of GLP-1 Receptor Agonists | Glucagon-like peptide 1 receptor (Homo sapiens), P43220 | HEK293 GLP-1R CRE-luciferase, luminescence, 4-6 h; cells express a hypersensitive GLP-1R form | Potency, µM (titrated, usually from 45.6 µM), for inactives: top-dose activation, actives largely listed as activators | 0.007% of 380,000 active; note: potency is the fitted concentration of half-maximal effect; % of control where 0% means no effect
Target sequence (P43220 whole entry, looked up): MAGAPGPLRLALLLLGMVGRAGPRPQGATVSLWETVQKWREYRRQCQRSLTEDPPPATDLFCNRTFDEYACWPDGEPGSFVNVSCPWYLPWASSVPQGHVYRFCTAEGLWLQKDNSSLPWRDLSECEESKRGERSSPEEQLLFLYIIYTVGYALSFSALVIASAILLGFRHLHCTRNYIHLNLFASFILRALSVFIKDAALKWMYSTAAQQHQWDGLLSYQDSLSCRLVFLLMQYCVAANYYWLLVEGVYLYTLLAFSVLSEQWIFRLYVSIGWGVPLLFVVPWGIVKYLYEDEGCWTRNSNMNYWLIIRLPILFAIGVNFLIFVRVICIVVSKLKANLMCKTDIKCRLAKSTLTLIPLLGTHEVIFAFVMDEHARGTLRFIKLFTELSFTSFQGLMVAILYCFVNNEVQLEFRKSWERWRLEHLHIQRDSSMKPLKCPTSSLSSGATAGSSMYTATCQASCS
FUS suppressor = qHTS for Suppressors of FUS Proteinopathy: Primary screen using FUS-linked yeast assay. S. cerevisiae FUS-expressing, growth rescue, OD600, 24 h. AID 1347120, 2019. 0.24% of 390,000 active. Potency, µM (doses to about 76.6 µM), without a hit: at the top dose growth rescue (activation), hits mostly activators;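 note: potency is the fitted concentration of half-maximal effect; plate controls were DMSO vehicle for no effect and reference control for full effect; nearly all actives have a fitted effect of over 55% in size; some results filed as inactive show a strong effect at the top dose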
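Toxicity suppression screen in FUS-yeast. Cells induced with 2% galactose, starting OD 0.005, treated 24hr at 30C with compounds at multiple final concentrations; growth by OD600.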
pAkt inh = HTS Assay for Inhibitors of Akt Phophorylation: Primary Screen; activity change, % for hits at 50 µM; AID 651550, 2012; Neuro2A IGF-stimulated pAkt S473 HTRF, 20 min; active compounds read low; 0.32% of 360,000 active; in the data active = activity change below about -80%; inconclusive = mostly about -51% to -80%; note: % is set by controls: 0 for no effect and ±100 for the full control effect
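Single-point screen (50 µM final compound) in Neuro2A cells stimulated 20 min with 6 nM IGF at 37 deg C. After lysis, Ser473-phosphorylated Akt read by HTRF (ex 330 nm, em 615/665 nm) as the 665/615 ratio.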
PTHR1 ag = qHTS for PTHR1 Agonists: Primary Screen; 0.075% of 410,000 active; HEK293 GP2 PTHR1 cells, GloSensor cAMP luminescence, 1 h; Potency, µM (titrated, usually from 115 µM), inactives show at the highest dose activation, most hits filed as activators; AID 743266, 2014; note: potency is the fitted concentration of half-maximal effect; nearly all actives have a fitted effect of over 55% in size; some results filed as inactive show a strong effect at the top dose; inactives centre near -15; many of its hits are not listed in these tables
Target sequence (Q03431 whole entry, looked up): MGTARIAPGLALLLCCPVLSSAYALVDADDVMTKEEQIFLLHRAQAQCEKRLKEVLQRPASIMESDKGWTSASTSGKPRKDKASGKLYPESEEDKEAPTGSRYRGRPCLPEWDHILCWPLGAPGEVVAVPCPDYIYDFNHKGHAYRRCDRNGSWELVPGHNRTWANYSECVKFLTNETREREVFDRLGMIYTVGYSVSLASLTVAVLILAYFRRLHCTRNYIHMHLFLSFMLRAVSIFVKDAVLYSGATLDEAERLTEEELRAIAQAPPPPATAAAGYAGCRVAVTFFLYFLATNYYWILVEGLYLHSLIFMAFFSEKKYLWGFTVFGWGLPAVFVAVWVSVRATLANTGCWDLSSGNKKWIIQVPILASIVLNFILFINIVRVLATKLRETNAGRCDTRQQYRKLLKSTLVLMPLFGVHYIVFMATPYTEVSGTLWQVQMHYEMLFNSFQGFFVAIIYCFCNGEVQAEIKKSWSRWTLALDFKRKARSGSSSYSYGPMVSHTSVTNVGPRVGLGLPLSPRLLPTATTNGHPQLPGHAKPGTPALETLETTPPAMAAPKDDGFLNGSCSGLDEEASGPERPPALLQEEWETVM
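HEK-293-derived GP2 cells expressing PTHR1 and a GloSensor cAMP reporter, 3,000/well, plated overnight, given luciferin plus IBMX (each 0.5 mM as added) for 1 h at 37 °C, then compound for 1 h at 37 °C. Luminescence was read after 15 min at room temperature.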
GLP-1R inv ag = qHTS of GLP-1 Receptor Inverse Agonists (Inhibition Mode). Glucagon-like peptide 1 receptor (Homo sapiens), P43220. HEK293 GLP-1R CRE-luciferase, luminescence, 24 h; GLP-1R form is constitutively active. Potency, µM (doses to about 38.3 µM), for the others: top-dose activity change, negative = inhibition, hits mostly inhibitors. 1.6% of 410,000 active. AID 624417, 2012; note: potency is the fitted concentration of half-maximal effect; % is set by controls: 0 for no effect and ±100 for the full control effect; nearly all actives have a fitted effect of over 55% in size
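Luminescence readout: a drop in cAMP-driven luciferase signal flags inverse agonism at a constitutively active GLP-1R stably expressed in HEK293. Compound exposure lasted 24 hr at 37 deg C, 5% CO2.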
DRD3 antagonist = qHTS of D3 Dopamine Receptor Antagonist: qHTS; D(3) dopamine receptor (Homo sapiens), P35462; D3R cells, DiscoveRx beta-arrestin luminescence, antagonist mode; active compounds read low; max response, negative = inhibition, %; 2.5% of 360,000 active; AID 652054, 2013; in the data active = max response below about -50%; inconclusive = no clear call, values can overlap the other calls; note: % is set by controls: 0 for no effect and ±100 for the full control effect; mostly tested at two doses, the higher about 12 µM
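Cells expressing the human receptor were seeded at 1500 cells/well, incubated overnight at 37 degrees C in 5% CO2, then exposed to library compounds with dopamine controls for 90 minutes at 37 degrees C before luminescent detection.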
Abeta yeast res = qHTS for compounds that reverse cellular toxicity of Amyloid beta (A-beta) peptide in yeast: Primary Screen | Potency, µM (top dose mostly 46.1 µM), for inactives: at the highest dose growth rescue, hits mostly activators | 0.063% of 410,000 active | AID 1347071, 2019 | yeast expressing A-beta42, growth rescue, OD600, 48 h; response scale: 0% DMSO, 100% iron-clioquinol control; note: potency is the fitted concentration of half-maximal effect; nearly all actives have a fitted effect of over 55% in size
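Yeast growth medium received pinned compounds, then yeast cells expressing toxic A-beta were added; plates incubated at 30 C for 48 hr. Growth read as absorbance at 600 nm, normalized to DMSO and equimolar FeCl3 plus clioquinol controls.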
TDP43 rescue = qHTS of TDP-43 Inhibitors; TDP-43 expressing yeast growth rescue, BacTiter-Glo, 24 h; Potency, µM (highest dose often 46.1 µM), without a hit: at the top dose growth rescue (activation), hits mostly activators; 1.8% of 410,000 active; AID 652104, 2013; note: potency is the fitted concentration of half-maximal effect; % of control where 0% means no effect; nearly all actives have a fitted effect of over 50% in size
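Yeast cells expressing TDP-43 under galactose induction are exposed to compounds for 24 hr at 30 deg C. BacTiter-Glo luminescence measures growth, so protective compounds score as activators.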
* = called active by the depositor; i = inactive; ? = inconclusive; · = no result given; [ ] = another dose, or the depositor's remark. Unless noted, calls come from the whole dose curve; as a rule, active = well fitted curve in the direction sought with a large enough effect; inconclusive = small, poorly fitted or top-dose-only effect, or another doubt; inactive = no such curve, though single readings can be large; an effect the other way counts as inactive or inconclusive. Not all compounds are listed (hit frequency here may not be typical).

Fields: Abeta yeast res	pAkt inh	PTHR1 ag	GLP-1R agonist	FUS suppressor	aSyn yeast inh	GLP-1R inv ag	DRD3 antagonist	TDP43 rescue
1	CC(=O)Nc1ccc(N2CC(C)(C)C2=O)cc1
→ 5%	i	i	3%	-37%	-2%	9%	-6	6%
2	Cc1cc(C)c(NC(=O)CS(=O)CC(=O)NC2CCCc3ccccc32)c(C)c1 (stereo unspecified)
→ 20%	i	i	0%	?	-6%	-29%	0	?
3	Cc1ccc(N/C=C2\CCCCC2=O)c(C)c1
→ -17%	i	-8%	16%	3%	0%	-15%	-4	-13%
4	O=C(OCC(=O)N(CCc1ccccc1)Cc1ccccc1)c1cccc(S(=O)(=O)N2CCOCC2)c1
→ 5%	i	-1%	-2%	?	11%	?	15	0%
5	COCc1nnc(NC(=O)C2CC(=O)N(C3CCCC3)C2)s1 (stereo unspecified)
→ 4%	i	i	4%	0%	5%	2%	6	-6%
6	COc1cc(C(C(=O)NC2CCCCC2)N(C(=O)Cc2c[nH]c3ccccc23)c2ccc(C)cc2)cc(OC)c1OC (stereo unspecified)
→ -7%	i	20%	-5%	·	-3%	?	-4	-18%
7	COc1ccc(CCNC(=O)c2nn(C)cc2Cl)cc1
→ -17%	i	i	-1%	-9%	1%	61%[activator]	-13	-24%
8	CC(=O)N(C)C[C@H]1Oc2cc(Br)ccc2S(=O)(=O)N([C@H](C)CO)C[C@@H]1C
→ -3%	i	-21%	13%	3%	-2%	8%	3	0%
9	Cc1c(CNCCc2ccc(Cl)cc2)c(C(=O)O)c(C)n1-c1ccccc1
→ 12%	i	i	4%	21%	7%	-11%	12	9%
10	CCN(CC)C(=O)C1=C(C)N(Cc2ccccc2)C(=O)C(CC(=O)NCCCCc2ccccc2)C1 (stereo unspecified)
→ -1%	i	-22%	4%	37%	0%	-27%	11	0%
11	CCC1C(=O)N=C(SCC(=O)Nc2ccc(C(=O)OC)cc2)NC1=O (stereo unspecified)
→ 12%	i	-1%[57.5 µM]	-6%	6%	0%	-8%	?	-1%
12	O=C(NCc1cc(Cl)cc(Cl)c1)c1csc([C@@H]2O[C@H](CO)[C@H](O)[C@H](O)[C@H]2O)n1
→ 7%	i	-20%	-5%	-12%	-1%	0%	-5	23%
13	CNC(=O)c1[nH]nc2c1CCc1ccccc1-2
→ -19%	i	-13%	4%	11%	-15%	85%[activator]	0	24%
14	CC(C)CCNC(=O)c1cc(-c2ccncc2)nc2ccc(S(=O)(=O)N3CCOCC3)cc12
→ -1%	i	i	5%	16%	-2%	15%	18	-21%
15	COc1ccc2oc(C(=O)OCC(=O)NC(C)(C#N)C3CC3)c(C)c2c1 (stereo unspecified)
→ -8%	i	-6%	-1%	-2%	7%	-9%	14	1%
16	COc1ccc(Nc2nnc(SCC(=O)N3CC(=O)Nc4ccccc43)s2)cc1
→ -11%	i	-20%	8%	16%	-6%	4%	-2	-17%
17	Cc1ccc(CNC(=O)N[C@@H](Cc2ccccc2)C(=O)O)cc1
→ 11%	i	-12%	6%	·	-7%	-2%	44	0%
18	Cn1c(=O)oc2cc(S(=O)(=O)N3CCCCC3)ccc21
→ -2%	i	-63%[inhibitor]	-3%	-4%	5%	16%	6	2%
19	CCOC(=O)C1CCN(C(=O)c2cccc(S(=O)(=O)N(C)C3CCCCC3)c2)CC1
→ 21%	i	-74%[inhibitor]	-4%	8%	-3%	-20%	6	10%
20	O=C(NCc1ccccc1)C(c1ccccc1)n1c(=O)c(-c2cc3ccccc3[nH]2)nc2ccccc21 (stereo unspecified)
→ ?	i	i	·	?	0%	?	54	31%
21	CSc1ccccc1OCc1cc(C(=O)N2CCN(c3ncccn3)CC2)no1
→ -3%	i	-6%	6%	26%	13%	-24%	8	0%
22	COc1ccccc1NC(=O)Nc1ccc2c(c1)CCC2
→ 12%	i	-28%	11%	8%	1%	?	-2	24%
23	Cc1cccc(C)c1NC(=O)C(c1ccncc1)n1c(=O)c(-c2cc3ccccc3[nH]2)nc2ccccc21 (stereo unspecified)
→ 29%	i	-17%	·	?	5%	?	18	14µM*
24	CN(c1ccc(C(=O)Nc2ccc3c(c2)n(C)c(=O)n3C)cc1)S(C)(=O)=O
→ 6%	i	i	7%	12%	0%	13%	-11	9%
25	CCc1ccccc1NC(=O)c1ccc([N+](=O)[O-])s1
→ -22%	i	-14%	4%	-2%	-1%	-13%	-16	?
26	O=C(COC(=O)c1cc(S(=O)(=O)N2CCCCC2)ccc1N1CCOCC1)c1ccc(Cl)cc1
→ 1%	i	-8%	15%	-15%	7%	?	-2	-14%
27	Cc1cc(C)c(S(=O)(=O)NCCc2sc(-c3cccnc3)nc2C)c(C)c1
→ -26%	·	-30%	0%	23%	1%	14%	·	?
28	O=C(O)COc1ccc(/C=C2\SC(=Nc3ccccc3)N(c3ccccc3)C2=O)cc1
→ 7%	i	-31%[inhibitor]	-3%	-8%	8%	112%[activator]	8	4%
29	CCc1ccc2occ(CC(=O)Nc3c(C(=O)Nc4ccc(C)cc4)oc4ccccc34)c2c1
→ -9%	·	1%	·	-3%	·	8%	·	14%
30	CC(C)C(C(=O)NCC1CCCO1)N(C(=O)CNS(=O)(=O)c1ccc(F)cc1)C1CCCCC1 (stereo unspecified)
→ -5%	i	-8%	7%	1%	1%	2%	3	1%

An excerpt of these results, with tabs:
no.	molecule	Abeta yeast res	pAkt inh	PTHR1 ag	GLP-1R agonist	FUS suppressor	aSyn yeast inh	GLP-1R inv ag	DRD3 antagonist	TDP43 rescue
7	COc1ccc(CCNC(=O)c2nn(C)cc2Cl)cc1	-17%	i	i	-1%	-9%	1%	61%[activator]	-13	-24%
30	CC(C)C(C(=O)NCC1CCCO1)N(C(=O)CNS(=O)(=O)c1ccc(F)cc1)C1CCCCC1 (stereo unspecified)	-5%	i	-8%	7%	1%	1%	2%	3	1%

Returning to the listing with the two entries that preceded the break.
Fields: Abeta yeast res	pAkt inh	PTHR1 ag	GLP-1R agonist	FUS suppressor	aSyn yeast inh	GLP-1R inv ag	DRD3 antagonist	TDP43 rescue
29	CCc1ccc2occ(CC(=O)Nc3c(C(=O)Nc4ccc(C)cc4)oc4ccccc34)c2c1
→ -9%	·	1%	·	-3%	·	8%	·	14%
30	CC(C)C(C(=O)NCC1CCCO1)N(C(=O)CNS(=O)(=O)c1ccc(F)cc1)C1CCCCC1 (stereo unspecified)
→ -5%	i	-8%	7%	1%	1%	2%	3	1%
31	COCCCNC(=O)c1sc2nc(C)c(C(=O)Nc3ccc(Cl)cc3)c(-c3ccc(Br)cc3)c2c1N
→ -10%	·	i	·	22%	·	-1%	·	5%
32	CC(=NNC(=O)c1ccncc1)c1ccc2ccccc2c1O
→ -13%	i	-17%	-4%	·	-2%	?	3	0%
33	CC(C)NC(=O)c1cc(C2CCCCN2C(=O)CCCc2ccccc2)on1 (stereo unspecified)
→ -20%	i	i	16%	5%	-9%	6%	0	-2%
34	COc1cc(/C=C(\C#N)C(=O)N2CCCCC2)ccc1O
→ -13%	i	-18%	-4%	-12%	-4%	18%	-29	18%
35	CN=C(Nc1ccc(Br)cc1)SC1CC(=O)N(c2ccc(OC)cc2)C1=O (stereo unspecified)
→ -4%	i	-7%	12%	0%	3%	11µM*	-12	-15%
36	CC1(C(=O)NCCc2c[nH]c3ccccc23)CCN1Cc1csc2ccccc12 (stereo unspecified)
→ 7%	i	i	-5%	-6%	1%	?	2	13%
37	CC(C)C(=O)N1CCC1(C)C(=O)NCc1ccc(F)cc1Cl (stereo unspecified)
→ -8%	i	8%	4%	-17%	0%	13%	0	-3%
38	O=C(Nc1ccon1)c1ccc(N2CCCCC2)c([N+](=O)[O-])c1
→ 8%	i	i	11%	23%	7%	9%	-7	?
39	COc1cc(CNCCCCO)ccc1OCc1ccccc1F
→ -5%	i	-3%	18%	1%	-2%	?	16	-19%[0.397 µM]
40	COc1ccc(S(N)(=O)=O)cc1C(=O)OCCCOC(=O)c1cc(S(N)(=O)=O)ccc1OC
→ 9%	i	i	1%	22%	1%	29%	3	-12%
41	CN1CCN(C(=O)c2ccc3c(=O)n(-c4ccc(F)cc4)c(=S)[nH]c3c2)CC1
→ ?	i	i	-1%	16%	0%	-10%[7.66 µM]	3	-13%
42	O=C(COC(=O)c1cc(S(=O)(=O)Nc2ccccc2Cl)ccc1O)Nc1ccc(F)c(F)c1F
→ -1%	i	-24%	2%	-2%	-6%	-18%	5	-11%
43	Cn1c(Cc2cccc3ccccc23)nnc1SCC(=O)N1CCN(c2ccccc2)CC1
→ 15%	i	-85%[inhibitor][57.5 µM]	-4%	54%	10%	2%	-15	0%

Record cards (already shown):
`CC(=NNC(=O)c1ccncc1)c1ccc2ccccc2c1O` reads Abeta yeast res = -13%; pAkt inh = i; PTHR1 ag = -17%; GLP-1R agonist = -4%; FUS suppressor = ·; aSyn yeast inh = -2%; GLP-1R inv ag = ?; DRD3 antagonist = 3; TDP43 rescue = 0%
`Cn1c(Cc2cccc3ccccc23)nnc1SCC(=O)N1CCN(c2ccccc2)CC1` reads Abeta yeast res = 15%; pAkt inh = i; PTHR1 ag = -85%[inhibitor][57.5 µM]; GLP-1R agonist = -4%; FUS suppressor = 54%; aSyn yeast inh = 10%; GLP-1R inv ag = 2%; DRD3 antagonist = -15; TDP43 rescue = 0%
`CN1CCN(C(=O)c2ccc3c(=O)n(-c4ccc(F)cc4)c(=S)[nH]c3c2)CC1` reads Abeta yeast res = ?; pAkt inh = i; PTHR1 ag = i; GLP-1R agonist = -1%; FUS suppressor = 16%; aSyn yeast inh = 0%; GLP-1R inv ag = -10%[7.66 µM]; DRD3 antagonist = 3; TDP43 rescue = -13%
